aSyn tox rescue: alpha-synuclein toxicity suppression in yeast. S. cerevisiae alpha-synuclein toxicity rescue, BacTiter-Glo growth, 24 h. Potency, µM (highest dose often 46.1 µM), for inactives: at the top dose growth rescue (activation), most hits filed as activators. 0.02% of 94,000 active. AID 1347070; active = well fitted activation curve with a large enough effect; inconclusive = small, poorly fitted or top-dose-only effect; note: 0% is about no effect
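Growth restoration measured by BacTiter-Glo luminescence after 24 hr at 30 deg C; alpha-synuclein yeast, raffinose-pregrown to mid-log, were added at OD600=0.02 in galactose medium onto pinned compounds.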
Starred values were filed as active, the others as inactive; ? = inconclusive; & = joins results of further samples. Potency is the fitted concentration of half-maximal effect.

SMILES | aSyn tox rescue
CC1=C(C(=O)Nc2ccccc2)C(c2ccc(C(=O)O)cc2)n2nc(SCC(=O)c3ccc(C)cc3)nc2N1 (stereo unspecified) | 1%
CCOC(=O)CN(c1cc([N+](=O)[O-])ccc1OC)S(C)(=O)=O | -7%
Cc1ccc(-c2onc(C)c2C)cc1S(=O)(=O)N1CCN(c2ccccc2F)CC1 | 4%
CCCCNC(=O)[C@@H](c1ccccc1)N1Cc2ccccc2C1=O | 0%
COc1cccc(C(=O)Nc2ccc(NC(=O)c3ccc(C(C)(C)C)cc3)cc2)c1 | -9%
O=C(O)CNC(=O)c1ccc(N2CCOCC2)cc1[N+](=O)[O-] | 2%
C#CCSc1nc(-c2ccccc2)cc(-c2ccccc2)c1C#N | 3%
Cc1cc(F)ccc1NC(=O)C1CCCN(c2nnc(-n3c(C)ccc3C)s2)C1 (stereo unspecified) | -1%
CCN(CC)C(=O)C1=C(C)N(Cc2ccc(OC)cc2)C(=O)C(CC(=O)NCCN2CCOCC2)C1 (stereo unspecified) | -5%
Cc1cccc(N(Cc2cc3ccc(C)cc3[nH]c2=O)C(=O)c2ccco2)c1 | -14%
Cc1ccc(CNC(=O)CSc2nc3c(sc4ccccc43)c(=O)n2CCCC(=O)NCCO)cc1 | -1%
CCn1cnc2c1c(=O)n(CC(=O)O)c(=O)n2Cc1ccccc1 | -5%
O=C(OCc1ccccc1)c1ccc(-c2nnn(Cc3ccccc3F)n2)cc1 | -2%
CCc1cccc(NC(=O)CN2C(=O)CCc3cc(S(=O)(=O)N4CCOCC4)ccc32)c1 | 1%
CC1=C(c2ccc(C(C)C)cc2)S(=O)(=O)N=C1N1CCN(c2ccc(F)cc2)CC1 | 2%
COc1ccc2nc(NC(=O)c3nc(SCc4ccc(F)cc4)ncc3Cl)sc2c1 | -1%
CCOc1cccc2sc(N(Cc3cccnc3)C(C)=O)nc12 | -15%
CC(C)NC(=O)c1nn(C)c2c1CS(=O)(=O)c1ccccc1-2 | -1%
O=C(CN1C(=O)c2cccnc2Sc2ccccc21)Nc1cc(F)ccc1F | 6%
COc1cccc(CN(C)C(=O)c2ccc(NS(=O)(=O)c3ccc(F)cc3)cc2)c1OC | -9%
O=C(CN1C(=O)CSc2ccc(S(=O)(=O)N3CCCC3)cc21)NCc1ccc(Cl)cc1 | -3%
CC(C)N1CC2(CC(c3ccc(Cl)cc3Cl)=NO2)CN1C(=O)c1ccc(C(C)(C)C)cc1 (stereo unspecified) | -8%
Cc1ccc2nc(N3CCN(C(=O)c4ccco4)CC3)sc2c1 | 6%
CCNC(=S)Nc1ccc(C)c(S(=O)(=O)Nc2ccccc2OC)c1 | 3%
COc1cccc(N2CC(NC(=O)c3ccc4ccccc4c3)CC2=O)c1 (stereo unspecified) | -7%
COc1ccccc1CN(C)C[C@H]1OCc2cnnn2CCCC(=O)N([C@@H](C)CO)C[C@@H]1C | 9%
Cn1c(=O)c2c(nc(SCC(=O)Nc3ccc(OC(F)(F)F)cc3)n2Cc2cccc(C(F)(F)F)c2)n(C)c1=O | -11%
Cc1ccc2c(C)c(C(=O)NCC(c3ccc(Cl)cc3)N3CCOCC3)oc2c1 (stereo unspecified) | 8%
COc1ccc(C(=O)Nc2cc3c(cc2N2CCCC2)n(C)c(=O)c(=O)n3C)cc1OC | 0%
CCOC(=O)c1cnc2ccccc2c1Nc1cc(C(=O)O)ccc1C | -9%
Cc1ccc(-c2nn(CC(=O)NC3CCCCC3)c3c2cnc2ccccc23)cc1 | -9%
CC(NC(=O)Nc1ccccc1)C(c1cccs1)N1CCN(c2ccccc2)CC1 (stereo unspecified) | -9%
O=C(CCSCc1cccc(Cl)c1)NCc1ccccc1Cl | ?
COc1cccc(NC(=O)CN(C)S(=O)(=O)c2ccc3c(c2)CCC(=O)N3)c1 | 6%
Cc1cc(=O)oc2cc(OCC(=O)Nc3nnc(C4CC4)s3)ccc12 | -8%
O=C(O)c1ccccc1OC(=O)C12CC3CC(CC(C3)C1)C2 | 17%
COc1cccc(OCc2nc3ccccc3n2CCOc2ccccc2)c1 | ?
CCOC(=O)CSC1=NN2CCS(=O)(=O)N=C2S1 | -1%
CC(C)(C)OC(=O)N1CCC(c2c(C(=O)N3CCN(C4CCCCC4)CC3)cnn2-c2cccc(Cl)c2)CC1 | 1%
COc1ccc(CNC(=O)CN(C(=O)CCC(=O)Nc2nccs2)c2cccc(C)c2)cc1 | 2%
Cc1ccc(NC(=O)[C@@H](c2ccccc2)N2Cc3ccccc3C2=O)cc1 | 8%
O=C(Nc1cccc(C(F)(F)F)c1)Nc1nnc(N2CCCCCC2)s1 | 7%
COc1ccc2cc(C#CC3=CC(=O)C[C@H](c4ccc(F)cc4)C3)ccc2c1 | 4%
COc1cccc(C(=O)c2cn(CC(=O)Nc3cccc(C)c3C)c3nc(C)ccc3c2=O)c1 | 5%
Cc1cccc(C(=O)OCc2cc(=O)n3nc(C4CC4)sc3n2)c1 | -7%
CCOC(=O)c1cccc(NS(=O)(=O)c2cc(-c3cnc(C4CC4)o3)ccc2C)c1 | -12%
COc1cccc(C(=O)N2CCN=C2SC)c1 | 6%
CCOC(=O)/C=C/C(=O)N1CCN(C(=O)/C=C/C(=O)OCC)CC1 | 2%
CC(=O)Nc1ccc(S(=O)(=O)N(C)CC(=O)NC2CCCC(C)C2C)cc1 (stereo unspecified) | -8%
N#CC(=C=[N-])c1nc2ccccc2nc1-[n+]1cccc(NC(=O)c2ccccc2)c1 | -5%
Further entries
SMILES | aSyn tox rescue
CC(C)Oc1ccc(C(=O)Nc2nnc3n2CCS3)cc1 | -9%
Cn1c(=O)c2c(n3c4ccccc4nc13)NC(=O)CC2c1ccccc1F (stereo unspecified) | -4%
CNC(=O)CN1C(=O)COc2ccc(S(=O)(=O)N3CCC(C)CC3)cc21 | -6%
Cc1ccc(C)c(S(=O)(=O)N2CCN(C(=O)Cc3ccccc3)CC2)c1 | 20%
CCN(CC)S(=O)(=O)c1cccc(C(=O)Nc2ccccc2C(=O)Nc2ccc(OC)cc2)c1 | 4%
CCc1nn(CC(=O)NC2CC2)c(=O)c2cc3ccccc3n12 | -4%
O=C(/C=C/c1ccc([N+](=O)[O-])cc1)OCC(=O)N1c2ccccc2Sc2ccccc21 | -8%
COc1ccc(CNC(=O)Cn2ccc3cc(S(=O)(=O)N4CCCCCC4)ccc32)cc1OC | -13%
CCOC(=O)C1=C(Nc2ccc(OC)cc2)C(N)=NC1=N | -8%
Cc1ccc(NC(=O)CN2C(=O)N/C(=C\c3cccn3-c3cccc(C(=O)O)c3)C2=O)cc1 | 12%

No new results follow: an excerpt of the list.
SMILES | aSyn tox rescue
Cc1ccc(C)c(S(=O)(=O)N2CCN(C(=O)Cc3ccccc3)CC2)c1 | 20%
CCN(CC)S(=O)(=O)c1cccc(C(=O)Nc2ccccc2C(=O)Nc2ccc(OC)cc2)c1 | 4%
CCc1nn(CC(=O)NC2CC2)c(=O)c2cc3ccccc3n12 | -4%
O=C(/C=C/c1ccc([N+](=O)[O-])cc1)OCC(=O)N1c2ccccc2Sc2ccccc21 | -8%
COc1ccc(CNC(=O)Cn2ccc3cc(S(=O)(=O)N4CCCCCC4)ccc32)cc1OC | -13%
CCOC(=O)C1=C(Nc2ccc(OC)cc2)C(N)=NC1=N | -8%
Cc1ccc(NC(=O)CN2C(=O)N/C(=C\c3cccn3-c3cccc(C(=O)O)c3)C2=O)cc1 | 12%

(list continues)
SMILES | aSyn tox rescue
Cc1ccc(NC(=O)C2CCCN(c3nnc(-n4c(C)ccc4C)s3)C2)c(C)c1 (stereo unspecified) | -1%
COc1ccccc1CNC(=O)c1ccc2c(c1)N(Cc1cccc(Cl)c1)C(=O)c1ccccc1S2(=O)=O | -3%
CC(NC(=O)C1CCN(C(=O)c2ccc(-n3ccc4ccccc43)s2)CC1)c1ccccc1 (stereo unspecified) | 13%
CCS(=O)(=O)c1ccc(O)c(NC(=O)NC2CCCCC2)c1 | 5%
C=CCNc1n[nH]c(=S)s1 | 8%
Cc1ccccc1OCC(=O)Nc1ccccc1OCc1cc(=O)n2ccccc2n1 | 3%
O=C(Nc1ccccc1SC(=O)c1ccccc1)c1ccccc1 | -20%
Cc1ccc2onc(CNC(=O)Nc3cc(F)ccc3F)c2c1 | -12%
CSCCC(NC(=O)/C(=C/c1ccc(F)cc1)NC(C)=O)C(=O)O (stereo unspecified) | -5%
CN(C)c1cc2c(cc1NS(=O)(=O)c1ccccc1)n(C)c(=O)n2C | -6%&0%
COc1ccc(C)c2sc(NC(=O)c3ccc(S(=O)(=O)N4CCCC4)cc3)nc12 | 3%
CCOc1ccc2c(c1)sc1nc(=O)n(-c3ccc(Cl)c(Cl)c3)c(=O)n12 | -1%
COc1ccc(CN(C(=O)Nc2ccc(C)c(F)c2)C2CCN(C(C)=O)CC2)cc1 | 2%
Cc1cc(C)c2c(CC(=O)Nc3ccc(S(=O)(=O)Nc4ncccn4)cc3)coc2c1 | 4%
CCc1cc2c(cc(C(=O)OC)n2Cc2nc(-c3ccc(C)cc3)oc2C)s1 | 0%
Cc1ccc(Cl)cc1N1CCN(C(=O)CCS(=O)(=O)c2cc(Br)cc3c2N(C(=O)C2CC2)CC3)CC1 | -2%
Cc1ccccc1NC(=O)CN1C(=O)C2C3CC(C(Br)C3Br)C2C1=O (stereo unspecified) | -1%
COc1ccc(CNC(=O)c2cc3cc(C)ccc3n2C)cc1 | 5%
Cc1cc2c(cc1S(=O)(=O)CCC(=O)Nc1ccc(OC(F)(F)F)cc1)OCC(=O)N2 | 5%
CC1=C(C(=O)N(C)C)CC(CC(=O)NCCc2ccccn2)C(=O)N1Cc1ccc(C(C)(C)C)cc1 (stereo unspecified) | -2%
CC(C)(C)C(=O)CSc1nc(N)cc(=O)[nH]1 | 2%
c1nnc(NCNc2nncs2)s1 | 7%
O=C(O)CN(c1ccccc1[N+](=O)[O-])S(=O)(=O)c1ccccc1 | 10%
O=C(C[C@H]1C[C@H]2c3cc(NS(=O)(=O)c4ccc(F)cc4)ccc3O[C@H]2[C@H](CO)O1)NCc1ccncc1 | 1%
CC1C(=O)N(Cc2cn(CCC3OCCCO3)nn2)CCS(=O)(=O)N1Cc1ccc(-c2ccc(F)cc2)cc1 (stereo unspecified) | 3%
Cc1nnc2c3ccccc3nc(N3CCN(c4cccc(Cl)c4)CC3)n12 | ?
O=C1Nc2ccc([N+](=O)[O-])cc2OC1CCN1CCCC1 (stereo unspecified) | 0%
CCc1ccc(CN(Cc2ccco2)c2cnc(S(C)(=O)=O)nc2C(=O)Nc2c(C)cccc2C)cc1 | 3%
CCCCOC(=O)Cn1nnc2sc(-c3ccccc3)cc2c1=O | 2%
CCc1ccc(NS(=O)(=O)c2ccc3oc(=O)c4ncn(CC)c4c3c2)cc1 | -1%
CCc1ccc(-c2cn3c(n2)sc2cc(C(=O)NC4CCCCC4)ccc23)cc1 | -2%
Cc1ccc(-c2nc3cc(Cl)ccc3o2)cc1NC(=O)COc1ccc(F)cc1 | 0%
CCc1ccc(NS(=O)(=O)c2cc(-c3cnc(C4CC4)o3)ccc2C)cc1 | 2%
Cc1ccc(C(=O)COC(=O)CN2C(=O)C3C4CC(C(Br)C4Br)C3C2=O)cc1 (stereo unspecified) | 3%
CSc1ccccc1NC(=O)CSc1n[nH]c(N)n1 | 10%
Cn1cnnc1Sc1ccc(C(=O)OCC(=O)NCC(F)(F)F)cc1[N+](=O)[O-] | -4%
Cc1ccc(C(=O)c2oc3ccccc3c2NC(=O)COc2ccccc2Cl)cc1 | 5%
COc1ccc(CNC(=O)Cn2nnc3ccccc3c2=O)cc1 | 8%
CCc1ccc(CN2CCc3nc(N4CCN(c5ccccc5F)CC4)ncc3C2)cc1 | -4%
Cc1ccc2nc3c(cc(C(=O)NC4CCCCC4)c(=N)n3C(C)C)c(=O)n2c1 | 0%
CCOC(=O)C1CCCN(S(=O)(=O)c2ccc3c(c2)CCN3C(=O)CC)C1 (stereo unspecified) | 4%
Cc1ccc(OCC(O)CN2CCN(c3ccccn3)CC2)c(C)c1 (stereo unspecified) | -9%
CSc1nc(SCC(=O)NCC2CCCO2)c2c3c(sc2n1)CN(C)CC3 (stereo unspecified) | -3%
O=C(NCCC(=O)N1CCc2ccccc21)c1ccccc1Cl | 5%
COc1cccc(/C=C2\CCCCC2=O)c1 | 12%
CN(C)Cc1ccccc1CNC(=O)c1cccc(S(=O)(=O)Nc2ccc3c(c2)OCO3)c1 | 8%
COCCNC(=O)CNC(=S)N(Cc1ccccc1)Cc1cccnc1 | 0%
COc1ccc(-n2c(=O)c3sc4ccccc4c3n(CC(=O)NC3CCCCC3)c2=O)cc1 | -1%
CC(=O)c1c(C)[nH]c(C(=O)OCC(=O)Nc2cc(S(=O)(=O)N3CCCCC3)ccc2C)c1C | -1%
CN1CCN(NC(=O)c2cccc3ccccc23)CC1 | 8%
(listing goes on)
SMILES | aSyn tox rescue
CCOc1ccc(NC(=O)c2ccc(-n3cccn3)nc2)cc1 | -9%
Cc1ccc(OCC(=O)Nc2ccc(C)c(F)c2)c([N+](=O)[O-])n1 | -4%
CCc1cccc(C)c1NC(=O)c1cc(S(=O)(=O)N(C)Cc2ccccc2)ccc1F | -22%
Cc1ccc(-c2nc3n(n2)C(=O)CC(c2ccc(C)cc2)S3)cc1 (stereo unspecified) | -3%
CC(C)N1CCc2c(sc(NC(=O)c3ccc(S(=O)(=O)N4CCOCC4)cc3)c2C(N)=O)C1 | -3%
COC(=O)c1c(SC)nc2ccccc2c1OCc1cc(C)ccc1C | 1%

Single entries from the list:
aSyn tox rescue, CSc1ccccc1NC(=O)CSc1n[nH]c(N)n1 : 10%
aSyn tox rescue, Cc1ccc(-c2nc3cc(Cl)ccc3o2)cc1NC(=O)COc1ccc(F)cc1 : 0%
aSyn tox rescue, O=C(C[C@H]1C[C@H]2c3cc(NS(=O)(=O)c4ccc(F)cc4)ccc3O[C@H]2[C@H](CO)O1)NCc1ccncc1 : 1%
aSyn tox rescue, CN(C)c1cc2c(cc1NS(=O)(=O)c1ccccc1)n(C)c(=O)n2C : -6%&0%
aSyn tox rescue, C#CCSc1nc(-c2ccccc2)cc(-c2ccccc2)c1C#N : 3%

This is a subset; count on the stated rates, not on these rows.
